Screening data: PubChem BioAssay, several laboratories
Dengue-2 NS5 capping: flavivirus cap methylation enzyme inhibition – biochemical, confirmation dose response, primary screen (AID 588689); Dengue-2 NS5 methyltransferase capping enzyme assay, biochemical; higher % means a stronger effect; hit rate 0.3% among 340,000; one-dose inhibition, % at 25 µM; IC50 in µM for titrated hits; in the data active = a potency from the dose series
West Nile virus CPE: inhibition of WNV-induced cytopathic effect – cell-based, CPE readout (AID 1621). hit rate 0.02% among 290,000. CPE inhibition, % at 10 µM, or IC50 in µM where a hit was titrated. West Nile virus-infected cells, CPE inhibition; higher % means a stronger effect; in the data active = a potency from the dose series; note: strong numbers were not always called active
KOR beta-arrestin-1: KOR agonists, beta-arrestin recruitment, primary screen, cell-based, luminescence, uHTS (AID 1777). KOR beta-arrestin recruitment, luminescence; higher % means a stronger effect. activation, % at 10 µM; hits with a dose series show EC50 in µM. hit rate 0.02% among 280,000; in the data active = activation above about 50%, passing the limit was not always enough; note: a part of the inactive calls stands beside numbers as strong as those of hits
Yfh1-depleted yeast: enhancers of respiration in Yfh1-depleted yeast, dose response, Friedreich's ataxia, plus single-dose screen (AID 1465) | S. cerevisiae Yfh1-off respiration, WST-1 reduction, 72 h; higher fold induction means a stronger effect | one-dose fold induction at 50 µM; EC50 in µM for titrated hits | hit rate 0.074% among 220,000;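 active = fold induction of absorbance versus untreated yeast above a set limit, then at least 30% activation at any dose in follow-up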;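 note: activators that raise dye reduction in frataxin-depleted yeast; strong numbers were not always called active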
NOD1 inhibition: inhibition of NOD1-driven NF-kB reporter – cell-based, luminescence, uHTS, primary screen (AID 1578); inhibition, % at 4 µM, or EC50 in µM where a hit was titrated; NOD1-driven NF-kB luciferase reporter cells, luminescence; higher % means a stronger effect; hit rate 1% among 290,000; in the data active = inhibition mostly above about 36%, no sharp cut-off; inactive = mostly below about 34%;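 note: HEK-293T reporter cells stimulated with the NOD1 agonist gamma-tri-DAP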
KOR beta-arrestin-2: kappa opioid receptor blockers – cell-based, luminescence, uHTS (AID 1778). KOR beta-arrestin recruitment, luminescence, antagonist mode; higher % means a stronger effect. one-dose inhibition, % at 10 µM; IC50 in µM for titrated hits. hit rate 0.091% among 290,000; note: strong numbers were not always called active
HIV peptide binding: cell-free HIV fusion peptide-binding blockers – biochemical, uHTS, fluorescence dequenching, primary screen (AID 1986). inhibition, % at 20 µM; hits with a dose series show IC50 in µM. hit rate 0.3% among 290,000. cell-free peptide binding, fluorescence dequenching, 30 min; higher % means a stronger effect; in the data active = inhibition mostly above about 52%, no sharp cut-off; inactive = mostly below about 76%; note: some results filed as inactive read as strong as hits
NOD2 inhibition: inhibition of NOD2-driven NF-kB reporter – cell-based, luminescence, uHTS, HEK293 (AID 1566); inhibition, % at 4 µM; hits with a dose series show EC50 in µM; HEK293 NOD2/NF-kB luciferase reporter, luminescence; higher % means a stronger effect; hit rate 0.63% among 290,000; note: many of its hits are not listed in these tables
AID2073: inhibitors of Mint1-CaV2.2 protein interaction, biochemical, HTRF (AID 2073); HTRF protein-protein interaction, Mint1-CaV2.2; higher % means a stronger effect; inhibition, % at 20 µM; hits with a dose series show IC50 in µM; hit rate 0.19% among 290,000; in the data active = inhibition mostly above about 51%, no sharp cut-off; note: some results filed as inactive read as strong as hits
Dengue-2 NS5 capping pilot replicate: recorded beside Dengue-2 NS5 capping, whose call it bears; inhibition, %; measured here: pilot screen replicate inhibition
An asterisk follows results filed as active; i = inactive; . = no result given; [ ] = remark or other dose. Cut-off read from the data, not from the text of the source, unless noted: active = inhibition above about 50%; inactive = the rest. Some of the compounds tested, so the mix of outcomes need not match the whole.

SMILES	Dengue-2 NS5 capping	West Nile virus CPE	KOR beta-arrestin-1	Yfh1-depleted yeast	NOD1 inhibition	KOR beta-arrestin-2	HIV peptide binding	NOD2 inhibition	AID2073	others
COc1ccc(OC)c(C(C(=O)NC2CCCCC2)N(C(=O)c2ccccn2)c2cccnc2)c1 (configuration not stated)	1%	-0.2%	-4.0%	.	-19%	-4%	-0.5%	-14%	48%
Cn1c(NCCc2ccccc2)cc(=O)n(C)c1=O	-1%	-0.1%	2.9%	i	-6%	-14%	-1.4%	2%	-2%
CCCC12CN3CC(C)(CN(C1)C3c1cccs1)C2=O (configuration not stated)	.	0.1%	2.2%	i	-4%	17%	0.7%	26%	-5%
CCN(CC)S(=O)(=O)c1cccc(C(=O)Oc2cccnc2)c1	-5%	0.2%	-2.9%	i	-14%	39%	-1.0%	6%	4%
CC1CCCCN1CCCNC(=O)CN1C(=O)c2cccnc2Oc2ccccc21 (configuration not stated)	-2%	0.8%	6.5%	.	-5%	-5%	0.5%	-3%	7%
O=C(COC(=O)c1cncc(Br)c1)NC1CC1	1%	0.0%	-2.3%	i	-13%	2%	-3.0%	8%	4%	Dengue-2 NS5 capping pilot replicate=-5.3
COc1ccc(C(CC(=O)N2CCOCC2)c2c(OC)cc(OC)c3ccc(=O)oc23)cc1 (configuration not stated)	-13%	-0.2%	4.2%	i	3%	0%	0.3%	1%	24%
Cc1cc(=S)n(-c2ccccc2)n1C	-6%	0.0%	-1.8%	i	-14%	-23%	0.5%	7%	-20%
CC(C)(C)n1nc2c(c1NC(=O)c1cc3ccccc3o1)CSC2	-9%	-0.7%	4.0%	i	-2%	-4%	0.5%	17%	-3%
CCOC(=O)C(NC(=O)c1ccccc1)(Nc1cc(C)on1)C(F)(F)F (configuration not stated)	-2%	1.4%	0.2%	i	27%	-1%	0.9%	-3%	9%

Continued; it opens with the 2 that closed the last part.
SMILES	Dengue-2 NS5 capping	West Nile virus CPE	KOR beta-arrestin-1	Yfh1-depleted yeast	NOD1 inhibition	KOR beta-arrestin-2	HIV peptide binding	NOD2 inhibition	AID2073	others
CC(C)(C)n1nc2c(c1NC(=O)c1cc3ccccc3o1)CSC2	-9%	-0.7%	4.0%	i	-2%	-4%	0.5%	17%	-3%
CCOC(=O)C(NC(=O)c1ccccc1)(Nc1cc(C)on1)C(F)(F)F (configuration not stated)	-2%	1.4%	0.2%	i	27%	-1%	0.9%	-3%	9%
CN(C)CC/C=C1/c2ccccc2Sc2ccc(Cl)cc21	-4%	-0.5%	-0.7%	i	-11%	-1%	-1.3%	15%	-8%
CCC(Oc1ccccc1)C(=O)Nc1ccc(S(=O)(=O)Nc2cc(C)on2)cc1 (configuration not stated)	-7%	0.3%	1.1%	.	-48%	-12%	2.5%	7%	9%
Cc1ccccc1NC(=O)C1CC(=O)N(c2ccccc2F)C1 (configuration not stated)	-1%	0.5%	-4.3%	i	-14%	16%	-2.6%	8%	-7%
COc1cc(/C=C2\C(=O)N(c3ccc(S(N)(=O)=O)cc3)N=C2C)ccc1OC(=O)c1ccco1	73µM*	1.2%	-3.2%	i	2%	-2%	17%	11%	36%
Cc1ccc(C)c(S(=O)(=O)N2CCN(C(=O)c3cnccn3)CC2)c1	-1%	0.8%	2.0%	i	-8%	7%	-1.6%	8%	3%
CCOC(=O)c1nn(-c2ccccc2F)c2nc(Nc3ccccc3)cc(=O)n12	4%	-0.9%	-0.2%	i	-30%	0%	0.2%	3%	6%
Cc1cccc(NC(=O)CN2CCc3cc4c(cc3C2C)OCCCO4)c1 (configuration not stated)	-9%	-0.1%	-0.9%	.	-14%	-44%	1.2%	9%	-3%
Cn1c(C(O)c2ccccc2F)nc(Cl)c1Cl (configuration not stated)	5%	-0.4%	-5.9%	i	1%	25%	-2.0%	7%	0%	Dengue-2 NS5 capping pilot replicate=5.2
Oc1cccc2ccc(/C=C/c3c(F)cccc3Cl)nc12	4%	-1.4%	5.5%	i	38%	28%	-0.2%	-110%	31%
COc1ccc(OC)c(NC(=O)COC(=O)c2ccc(-n3cnnn3)cc2)c1	-8%	-0.3%	5.8%	i	-7%	10%	-1.4%	-1%	16%
CS(=O)(=O)N(CCc1ccccc1)CC(=O)NCc1ccccc1Cl	-3%	-0.2%	-1.3%	i	-32%	2%	1.8%	-21%	-3%
CCC(C)(C)NC(=O)CN(C(=O)c1ccc(N2CCCC2)nc1)c1ccc(F)cc1	0%	-0.7%	1.3%	.	36%	-56%[20 µM]	0.8%	19%	4%	Dengue-2 NS5 capping pilot replicate=-10
CCCCN(C(=O)/C=C/c1ccco1)c1c(N)n(CCC)c(=O)[nH]c1=O	-5%	-0.2%	-1.3%	i	-43%	-7%	0.2%	13%	5%
COc1cccc(NC(=O)CC2Oc3ccccc3NC2=O)c1 (configuration not stated)	-5%	.	-0.7%	.	-9%	-23%	1.3%	3%	5%
CN1C[C@@H]2C(c3ccccc3)C3(c4ccc(C#N)cc4)CC2(C3)[C@H]1c1ccccc1 (some centres not stated)	-3%	-0.6%	-0.5%	i	5%	19%	0.2%	19%	-14%
CN1CCN(S(=O)(=O)c2cccc(C(=O)Nc3sc4c(c3C(N)=O)CCCC4)c2)CC1	-2%	-0.7%	-0.8%	i	-18%	-42%	0.8%	10%	19%
COc1cccc(CN(C)C(=O)Nc2cccc(C(F)(F)F)c2)c1OC	-8%	-1.4%	0.7%	i	1%	-6%	-2.1%	10%	1%
CCOC(=O)C1=C(CSc2nccn2C)NC(=O)NC1c1cc(C)ccc1C (configuration not stated)	-2%	-0.3%	8.7%	i	3%	14%	1.4%	11%	-6%
C#CCNC(=O)C1=C[C@@H](c2ccccc2)C[C@@H](OCc2ccc(CO)cc2)O1	2%	-0.5%	-0.5%	i	-6%	-12%	1.9%	15%	3%
O=C(/C=C/c1ccc([N+](=O)[O-])cc1)N1CCN(S(=O)(=O)c2cccs2)CC1	2%	1.2%	-0.3%	i	7%	-17%	-1.3%	30%	7%
CCCc1c(O)nc(SCc2ccccc2)[nH]c1=O	-3%	-0.3%	-4.5%	i	-13%	33%	-0.9%	7%	-10%
COc1cc(CN2CCN(Cc3c[nH]c4ccccc34)CC2CCO)cc(OC)c1 (configuration not stated)	1%	-0.2%	-5.1%	.	-22%	-33%	1.9%	-6%	7%
O=C(O)COc1ccc2c3c(c(=O)oc2c1)CCCC3	-3%	-0.7%	-2.1%	i	-28%	-25%[20 µM]	0.1%	4%	10%
COC(=O)c1cc(Br)c(=O)n(-c2ccccc2OC)c1	7%	0.2%	2.6%	i	7%	-13%	1.9%	3%	12%
Cc1c(OCc2nn[nH]n2)ccc2c3c(c(=O)oc12)CCC(C)C3 (configuration not stated)	10%	0.3%	14%	i	-4%	-3%	0.0%	4%	10%	Dengue-2 NS5 capping pilot replicate=3.8
C=CCn1c(SCc2c(C)noc2C)nc2ccccc2c1=O	-8%	0.3%	0.2%	i	-36%	-57%	30%	7%	-4%
O=C(NC1CCCC1)C(c1ccccc1F)N(C(=O)c1csnn1)C1CC1 (configuration not stated)	0%	-0.6%	-3.1%	.	11%	-19%	2.4%	13%	-4%
CC(NC(=O)c1cccc2ccccc12)c1ccc2c(c1)CCCC2 (configuration not stated)	-4%	1.1%	5.8%	i	-9%	-38%	0.0%	-12%	-2%
CCCCN(C)CCn1c(=S)[nH]c2ccc(N3CCOCC3)cc2c1=O	0%	-0.1%	-2.3%	i	-17%	21%	-1.9%	-9%	37%
COc1ccc(CN2C(=O)c3cccnc3C2=O)cc1S(=O)(=O)NCc1ccc(C)cc1	-6%	0.1%	-3.9%	.	-16%	-30%	-1.0%	18%	3%
CNC(=O)CC(C(=O)O)c1ccc(OC(C)C)cc1 (configuration not stated)	8%	-0.2%	2.8%	i	3%	-9%	-1.5%	1%	-4%
C/C(=N\N=c1/scc(C)n1Cc1ccco1)c1cccc([N+](=O)[O-])c1	0%	-0.6%	-2.5%	i	-16%	4%	0.9%	10%	-4%
COc1ccc(C2CC(C(F)(F)F)n3nc(CO)c(Cl)c3N2)cc1OC (configuration not stated)	3%	-0.2%	14%	i	7%	12%	-0.9%	3%	10%	Dengue-2 NS5 capping pilot replicate=-3.5
Cc1cc(C)c(NC(=O)Cn2nnc(C(=O)NCCc3ccccc3)c2N)c(C)c1	-3%	-0.5%	-0.7%	.	-27%	-30%	3.0%	-37%	40%
CCCN1CCC(=O)N([C@H](CSc2ccc(OC)cc2)c2ccccc2)CC1	-8%	-1.0%	-0.1%	i	-3%	18%	3.5%	-19%	-9%
CC(=O)Nc1ccc(-c2nnc(SCc3c(C)cc(C)cc3C)n2C)cc1	-9%	-0.2%	-7.8%	i	12%	-12%	22%	21%	-8%	Dengue-2 NS5 capping pilot replicate=0.9
O=C(CCc1ccccc1)Nc1ccc2c(c1)OCO2	-3%	0.0%	2.9%	.	-54%	11%	-0.9%	-15%	4%
O=C1CCC(=O)N1OCCCOc1ccc2c(c1)CCC2	-6%	0.4%	-1.1%	i	-3%	8%	1.2%	2%	-3%
Nc1nnc(SCC(=O)c2ccccc2)s1	0%	-0.1%	-7.4%	i	-18%	-7%	-2.6%	4%	0%
N#Cc1cc2c(nc1SCc1cccnc1)CCC2	0%	0.1%	.	i	-4%	6%	-3.8%	14%	-7%
CCn1c(-c2cc(-c3cccc(OC)c3)nc3ccccc23)n[nH]c1=S	2%	0.8%	2.1%	i	-15%	-35%	0.2%	-3%	2%
CCOc1ccc(N(CC(=O)NC2CCCCC2C)S(=O)(=O)c2c(C)noc2C)cc1 (configuration not stated)	-4%	-0.4%	-2.8%	.	-17%	29%	2.2%	-16%	10%
CCN(CC)S(=O)(=O)c1ccc(N2CCOCC2)c(NC(=O)C23CC4CC(CC(Cl)(C4)C2)C3)c1	4%	-1.3%	-2.7%	i	0%	-5%	-2.9%	9%	10%
COc1ccc(NC(=O)CCS(=O)(=O)c2cccc3nonc23)cc1Cl	-5%	1.3%	0.4%	.	-13%	10%	-1.2%	17%	8%
COc1cc(CN(C2CCCCC2C)S(=O)(=O)c2ccc(S(=O)(=O)NC3CC3)cc2)cc(OC)c1OC (configuration not stated)	1%	-0.3%	4.8%	i	-13%	-17%	1.0%	-12%	1%
COC(=O)c1ccccc1OC(=O)c1ccc(Br)o1	-8%	0.4%	-2.0%	i	-19%	16%	-0.8%	-10%	1%
CC(C)Sc1nnc(NC(=O)CCc2ccccc2)s1	-2%	1.5%	1.1%	i	-45%	0%	-1.6%	-7%	-11%
CCCCc1ccc(NC(=O)N2CCNC(=O)C2CC(=O)Nc2ccsc2C(=O)OC)cc1 (configuration not stated)	-11%	0.1%	2.8%	i	-11%	-8%	-0.5%	-6%	16%

Sorted by molecular weight (high to low): some entries from above
SMILES	Dengue-2 NS5 capping	West Nile virus CPE	KOR beta-arrestin-1	Yfh1-depleted yeast	NOD1 inhibition	KOR beta-arrestin-2	HIV peptide binding	NOD2 inhibition	AID2073	others
CCN(CC)S(=O)(=O)c1ccc(N2CCOCC2)c(NC(=O)C23CC4CC(CC(Cl)(C4)C2)C3)c1	4%	-1.3%	-2.7%	i	0%	-5%	-2.9%	9%	10%
CCOc1ccc(N(CC(=O)NC2CCCCC2C)S(=O)(=O)c2c(C)noc2C)cc1 (configuration not stated)	-4%	-0.4%	-2.8%	.	-17%	29%	2.2%	-16%	10%
COC(=O)c1ccccc1OC(=O)c1ccc(Br)o1	-8%	0.4%	-2.0%	i	-19%	16%	-0.8%	-10%	1%
